mHTT-CaM PPI inh: disrupts binding of mutant huntingtin to calmodulin. P42858. inhibition, % at 15 µM. AID 1671202. AlphaScreen His-mHTT/GST-CaM binding, luminescence. actives 3.6% (n = 190,000);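 note: 0% = both proteins with DMSO and 100% = one protein alone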
Target sequence (P42858 whole entry, looked up, stated change not applied): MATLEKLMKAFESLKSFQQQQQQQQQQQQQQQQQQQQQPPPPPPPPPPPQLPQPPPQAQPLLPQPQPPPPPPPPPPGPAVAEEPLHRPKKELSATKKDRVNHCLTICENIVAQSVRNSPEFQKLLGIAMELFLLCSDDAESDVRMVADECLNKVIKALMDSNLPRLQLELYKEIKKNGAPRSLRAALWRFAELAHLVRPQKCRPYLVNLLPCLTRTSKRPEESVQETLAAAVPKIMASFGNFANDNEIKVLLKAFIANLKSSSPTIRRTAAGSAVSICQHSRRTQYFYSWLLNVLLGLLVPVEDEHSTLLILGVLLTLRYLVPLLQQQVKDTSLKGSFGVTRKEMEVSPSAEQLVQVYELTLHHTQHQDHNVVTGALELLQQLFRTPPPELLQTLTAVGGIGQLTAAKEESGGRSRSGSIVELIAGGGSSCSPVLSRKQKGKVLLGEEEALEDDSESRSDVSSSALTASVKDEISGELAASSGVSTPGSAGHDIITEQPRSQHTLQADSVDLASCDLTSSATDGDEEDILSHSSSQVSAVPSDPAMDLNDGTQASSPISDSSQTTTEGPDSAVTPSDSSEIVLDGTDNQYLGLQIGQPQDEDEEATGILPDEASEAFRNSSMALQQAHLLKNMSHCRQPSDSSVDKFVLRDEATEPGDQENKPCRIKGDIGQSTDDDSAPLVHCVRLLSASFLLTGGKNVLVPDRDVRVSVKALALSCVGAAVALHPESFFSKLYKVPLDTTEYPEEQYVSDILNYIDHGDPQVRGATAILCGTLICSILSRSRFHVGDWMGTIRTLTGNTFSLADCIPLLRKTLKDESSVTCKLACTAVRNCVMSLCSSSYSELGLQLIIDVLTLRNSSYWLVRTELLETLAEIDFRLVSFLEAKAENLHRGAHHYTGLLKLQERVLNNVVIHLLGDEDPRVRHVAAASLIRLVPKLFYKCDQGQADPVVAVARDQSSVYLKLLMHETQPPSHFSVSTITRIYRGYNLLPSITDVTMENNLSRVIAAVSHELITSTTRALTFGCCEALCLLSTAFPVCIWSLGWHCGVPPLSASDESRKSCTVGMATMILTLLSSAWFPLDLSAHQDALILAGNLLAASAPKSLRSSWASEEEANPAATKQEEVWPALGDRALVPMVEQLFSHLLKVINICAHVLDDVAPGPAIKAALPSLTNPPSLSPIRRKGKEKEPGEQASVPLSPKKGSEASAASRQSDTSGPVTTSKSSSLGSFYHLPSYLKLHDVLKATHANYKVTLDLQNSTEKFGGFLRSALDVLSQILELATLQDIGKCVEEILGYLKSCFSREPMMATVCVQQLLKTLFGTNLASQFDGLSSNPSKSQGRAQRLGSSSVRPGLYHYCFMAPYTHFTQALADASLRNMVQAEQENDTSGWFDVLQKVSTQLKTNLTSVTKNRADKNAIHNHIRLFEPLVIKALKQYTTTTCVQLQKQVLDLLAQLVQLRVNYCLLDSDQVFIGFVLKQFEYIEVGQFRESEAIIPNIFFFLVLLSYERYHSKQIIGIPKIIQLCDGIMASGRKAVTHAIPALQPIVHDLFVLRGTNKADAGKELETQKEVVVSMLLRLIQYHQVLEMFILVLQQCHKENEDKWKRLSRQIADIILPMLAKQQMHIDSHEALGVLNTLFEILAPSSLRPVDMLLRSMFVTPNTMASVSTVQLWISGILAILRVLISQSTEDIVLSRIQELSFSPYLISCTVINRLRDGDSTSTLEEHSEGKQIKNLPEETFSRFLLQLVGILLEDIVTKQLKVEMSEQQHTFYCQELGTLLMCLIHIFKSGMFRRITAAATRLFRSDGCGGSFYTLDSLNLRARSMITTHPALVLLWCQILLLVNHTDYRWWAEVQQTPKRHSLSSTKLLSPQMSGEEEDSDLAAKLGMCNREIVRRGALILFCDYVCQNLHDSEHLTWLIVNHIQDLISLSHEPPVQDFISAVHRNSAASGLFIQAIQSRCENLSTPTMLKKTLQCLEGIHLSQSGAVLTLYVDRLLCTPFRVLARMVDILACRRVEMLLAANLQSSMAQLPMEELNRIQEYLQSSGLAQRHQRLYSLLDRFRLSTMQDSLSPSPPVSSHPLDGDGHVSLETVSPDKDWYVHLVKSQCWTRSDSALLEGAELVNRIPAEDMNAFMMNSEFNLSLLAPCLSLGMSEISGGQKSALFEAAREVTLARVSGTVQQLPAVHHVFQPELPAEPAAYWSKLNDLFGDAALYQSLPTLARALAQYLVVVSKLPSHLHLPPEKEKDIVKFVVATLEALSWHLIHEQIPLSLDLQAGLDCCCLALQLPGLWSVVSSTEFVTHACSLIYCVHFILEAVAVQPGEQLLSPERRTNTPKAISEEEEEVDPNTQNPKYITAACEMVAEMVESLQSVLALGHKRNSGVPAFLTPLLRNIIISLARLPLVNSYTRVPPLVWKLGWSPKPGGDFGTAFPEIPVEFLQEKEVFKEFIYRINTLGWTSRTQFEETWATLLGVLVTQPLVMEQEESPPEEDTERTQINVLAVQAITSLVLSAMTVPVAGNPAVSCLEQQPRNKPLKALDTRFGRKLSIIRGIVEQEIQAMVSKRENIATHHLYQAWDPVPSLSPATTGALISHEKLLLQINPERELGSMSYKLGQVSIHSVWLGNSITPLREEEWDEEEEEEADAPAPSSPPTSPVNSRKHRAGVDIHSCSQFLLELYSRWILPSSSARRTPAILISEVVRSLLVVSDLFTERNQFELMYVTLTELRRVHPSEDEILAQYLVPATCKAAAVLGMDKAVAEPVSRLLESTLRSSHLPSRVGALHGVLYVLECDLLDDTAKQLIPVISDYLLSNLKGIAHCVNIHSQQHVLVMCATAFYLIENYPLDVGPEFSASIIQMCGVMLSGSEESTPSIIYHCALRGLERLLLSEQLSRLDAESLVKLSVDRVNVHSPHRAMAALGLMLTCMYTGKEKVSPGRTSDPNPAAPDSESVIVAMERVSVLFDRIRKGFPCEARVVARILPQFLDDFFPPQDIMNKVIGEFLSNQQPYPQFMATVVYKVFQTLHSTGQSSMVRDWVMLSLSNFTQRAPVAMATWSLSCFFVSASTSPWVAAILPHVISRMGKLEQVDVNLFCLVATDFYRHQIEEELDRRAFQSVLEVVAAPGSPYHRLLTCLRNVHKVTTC
Pf apPOL block: Pf-apPOL DNA polymerase inhibition | Recombinant Pf-apPOL, molecular beacon fluorescence, 1.5 h | inhibition, % at 10 µM | actives 0.25% (n = 210,000) | AID 1794808
Active calls of the source: *; x = no result given; & = joins results of further samples. Cut-off read from the data, not from the text of the source: active = inhibition above about 50%; inactive = the rest. An unsorted share of the library, and some 3.5% of all compounds hit somewhere here.

Preview:
SMILES | mHTT-CaM PPI inh | Pf apPOL block
CCOc1ccc(-c2ccc(=O)n(CCc3nc(-c4ccc(SC)cc4)no3)n2)cc1 | -6 | -8
O=C(O)c1cc(S(=O)(=O)Nc2ccccc2C(=O)O)ccc1Br | -8 | -1
O=C1OC(c2cccc(I)c2)=N/C1=C\c1cccs1 | 5 | 5

The listing, repeating the preview:
SMILES | mHTT-CaM PPI inh | Pf apPOL block
CCOc1ccc(-c2ccc(=O)n(CCc3nc(-c4ccc(SC)cc4)no3)n2)cc1 | -6 | -8
O=C(O)c1cc(S(=O)(=O)Nc2ccccc2C(=O)O)ccc1Br | -8 | -1
O=C1OC(c2cccc(I)c2)=N/C1=C\c1cccs1 | 5 | 5
CCN1C(=O)c2cccnc2Sc2cc(NC(=O)c3ccc(F)cc3F)ccc21 | 2 | -6
CSc1ccccc1CN1CCC(CNC(=O)c2ccco2)CC1 | -7 | -2
O=[N+]([O-])c1ccc(NCCCNS(=O)(=O)c2ccccc2)cc1 | 13 | -6
CCCCC(=O)Nc1cc(-c2nc3ncccc3o2)ccc1Cl | 0 | -10
Cc1nc(OCC(=O)Nc2ccc(Cl)cc2)c2ccccc2n1 | 1 | -1
Cc1ccc(S[C@@H](CCN2CC[C@H](C)CCC2=O)c2ccccc2)cc1 | 39 | -1
CC(=O)Nc1ccc(-c2noc(C3CCN(C(=O)c4ccc(C)s4)CC3)n2)cc1 | 5 | 3
CCc1nncn1C1CCN(S(=O)(=O)c2cc(F)ccc2OC)C1 (stereo not given) | -3 | -2
CCOc1ccc(N=C/C(=C\Nc2ccc(OCC)cc2)c2ccccc2)cc1 | 33 | -3
Cc1cc(C(=O)N(Cc2ccccn2)c2nc3c(C(C)C)cccc3s2)on1 | 0 | 0
COc1ccc(C2C3=C(CCCC3=O)Nc3nc(SC)nn32)cc1OC (stereo not given) | -7 | -2
COc1ccc(CN2CC(C(=O)NC(C)C)CC2=O)cc1 (stereo not given) | 1 | -2
O=C1CC(CNS(=O)(=O)c2ccc(F)cc2F)CN1c1ccc2c(c1)OCO2 (stereo not given) | -3 | -1
Cc1ccc(C=c2sc3nc(=O)c(C)nn3c2=O)o1 | x | -20
CN(C)S(=O)(=O)c1ccc(C(=O)N2CCC(c3nnc(C(F)(F)F)o3)CC2)cc1 | -13 | 1
COc1ccccc1CC(=O)N1CCCCC1CCN1CCOCC1 (stereo not given) | 10 | 1
CCOC(=O)c1ccc(-c2cc(=O)c3ccccc3o2)cc1 | x | 1
Cc1oc(C2CCN(C(=O)Nc3ccccc3Cl)CC2)nc1C(=O)N1CCCC1 | 1 | -6
Cc1ccc(S(=O)(=O)NN2C(=O)c3ccccc3NC2c2cc(Cl)cc(Cl)c2O)cc1 (stereo not given) | x | -2
COc1cccc(C(=O)N2CCC(c3noc(N)c3C)CC2)c1 | 14 | -4
Cc1nc(C(=O)NCc2cccs2)c(C)n1C1CCN(C)CC1 | 0 | -4
O=C(Nc1ccc2oc3ncccc3c(=O)c2c1)c1ccc([N+](=O)[O-])cc1 | x | -10
O=C1C(=Cc2ccc3c(c2)OCO3)Oc2c1ccc1c2CN(CCN2CCOCC2)CO1 | -2 | -20
Cc1ccc(C2=CC(c3ccc(Br)cc3)n3nnnc3N2)cc1 (stereo not given) | -1 | 0
CNC(=O)c1cc2cc(Cl)ccc2[nH]1 | 2 | -5
O=C1C(c2ccc(Cl)cc2)N(C2CCCC2)C(=O)CN1C1CCCC1 (stereo not given) | 13 | -9
COc1ccc([N+](=O)[O-])cc1C1=N/C(=C/c2ccc(OC)c(OC)c2OC)C(=O)O1 | 3 | -5
CCN1/C(=C/C(=O)c2cccc([N+](=O)[O-])c2)Sc2ccccc21 | -9 | 4
O=c1[nH]cnc2c1Cc1c(nc[nH]c1=O)O2 | 22 | -6
O=C(CCC(=O)N1CCc2ccccc21)Nc1noc2ccccc12 | 0 | -9
CC(C)(C)C(=O)Nc1ccc(NC(=O)c2ccco2)cc1 | 2 | -2
O=C(Nc1ccc2c(c1)OCCO2)N1CCCC1c1ccc(F)cc1 (stereo not given) | 4 | -2
Cc1ccc2ncc(C#N)c(N3CCC(C(=O)N4CCSCC4)CC3)c2c1 | -6 | 2
Cc1ccnc(Nc2nc(-c3ccc4c(c3)OCO4)cs2)c1 | 56* | -1
CC(C)(C)c1ccc(C(=O)c2ncc[nH]2)cc1 | x | -7&0
COc1ccc(OC)c(/C=C2/N=C(c3cccs3)OC2=O)c1 | 11 | -80
COCCN=C1Nc2ccccc2CNC12CCN(C(=O)Nc1cccc(OC)c1)C2 (stereo not given) | 8 | -4
On1nnc2ccc(C(F)(F)F)cc21 | x | -1
CC(=O)N1N=C(c2cccs2)CC1c1ccc(Br)cc1 (stereo not given) | 47 | -2
OC(CNCc1ccc(Cl)cc1Cl)Cn1c(-c2ccc(F)cc2)cc2ccccc21 (stereo not given) | x | -5
CCCc1nn(-c2ccccc2)c(C)c1C(=O)N1CCN(CC)CC1 | 23 | 3
O=C(COc1ccc(Cl)cc1)Nc1cc(F)c2[nH]c(=O)ccc2c1 | -3 | 12
COc1ccc(CNC(=O)N2CCC3(CC2)OCCS3)cc1OC | -7 | 10
Cc1cccnc1NC(=O)c1cccc(C(=O)Nc2ncccc2C)c1 | 2 | -5
O=C(Cc1csc(NC(=O)NC2CCCCC2)n1)NCCc1ccc(Cl)cc1 | 9 | -3
O=C(CCN1CCCCCC1)Nc1ccccc1Cl | 5 | -7
Cc1ccc2[nH]c(=O)c(CCC(=O)N3CCN(C)CC3)cc2c1 | -3 | 1
CC1CCC(C(C)C)[C@H](OCC(=O)O)C1 (stereo not given in full) | -15 | x
CCOc1ccc(-c2cn(-c3ccc(Cl)cc3)c(=O)[nH]2)cc1Cl | 25 | -3
Cc1cccc(-n2ncc3c(Nc4ccc(F)cc4)ncnc32)c1 | 11 | -6
NC(=O)CNC(=O)c1csc(Nc2cccnc2)n1 | -11 | -6
COc1cccc2c1OC(=O)CC2c1ccccc1C (stereo not given) | -16 | 0
C#CCSc1nc2ccccc2n1C(=O)c1cccs1 | 5 | -16
O=C(COc1cccc2c1CCN(Cc1ccc(Cl)cc1)C2=O)NCc1ccco1 | 70* | -11
C=CCNC(=O)c1ccc(Br)cc1 | -2 | -2
Brc1cccc(-c2nnc(SCc3ccccc3)o2)c1 | -39 | -2
NC(=O)c1nnn(-c2nonc2N)c1-c1cccc([N+](=O)[O-])c1 | 2 | 7
Remaining list, next part:
SMILES | mHTT-CaM PPI inh | Pf apPOL block
O=C(c1ccco1)c1nc2c(n1O)CCCCC2 | 3 | -2
CN1C(C)(C)CC(=NOC(=O)c2ccccc2)CC1(C)C | 0 | -2
Cc1oc(C(C)(C)C)cc1C(=O)NCc1csc(-c2cccs2)n1 | x | -1
O=C(c1ccncc1)N1CCCC(c2nncn2-c2ccccc2)C1 (stereo not given) | -9 | -1
CC(C)=C1C2CCC1C(C(=O)NCc1ccc(Cl)cc1)C2C(=O)O (stereo not given) | -5 | -1
O=C1CC(c2ccc3c(c2)OCO3)c2c(n[nH]c2-c2ccc(Cl)cc2)N1 (stereo not given) | 2 | 0
Cc1ccc(OCC(=O)N2C(C)CCCC2C)cc1C (stereo not given) | -8 | 0
CCCNC(=O)c1ccccc1CN1C(=O)C2CCCN2C(=O)c2ccccc21 (stereo not given) | -3 | -2
COc1ccccc1CNS(=O)(=O)c1ccc(F)c(C(=O)Nc2cccc(F)c2)c1 | -8 | 1
Cc1cccc(NC(=O)CN2CCCCC2c2nc(-c3ccc(F)cc3)no2)c1 (stereo not given) | -6 | -6
Cc1cccc(N2C(=O)N(Cc3cccc(F)c3)S(=O)(=O)c3cccnc32)c1 | -4 | 3
O=C1C(NCc2ccccc2)=C(NCc2ccccc2)C(=O)c2ccccc21 | x | -25
CCn1cc(C(=O)NCc2ccccc2OC)c(=O)c2ccc(C)nc21 | 3 | -4
COC(=O)c1cc(=O)n(-c2ccc(C(F)(F)F)cc2)[nH]1 | x | 1
CN(C)c1ccc(/C=C/c2nc(=O)c3ccccc3o2)cc1 | 4 | -7
CN(C)c1ccc(C2N3CC4([N+](=O)[O-])CN2CC([N+](=O)[O-])(C3)C4(C)C)cc1 (stereo not given) | -5 | 1
COc1ccc(C2CC(=O)Oc3cc(C)c(Cl)c(C)c32)cc1 (stereo not given) | -18 | -3
CCCSc1nc(C)c(Cc2ccccc2)c(=O)[nH]1 | -1 | 3
Cc1ccccc1OCC(=O)Nc1nnc(C2CC(=O)N(c3ccc(F)cc3)C2)o1 (stereo not given) | 4 | -1
Cc1oc2ccccc2c1CC(=O)Nc1ccc(OC(F)(F)F)cc1 | x | 1&-11
COc1ccc(NC2=NC(C)(C)Cc3cc(OC)c(OC)cc32)cc1 | 1 | 14
Cc1ccc(OCCN)c(Br)c1 | -9 | 1
COc1ccc(N(C)C(=O)c2cc3cc4ccc(OC)cc4nc3o2)cc1 | -1 | -2
CC(C)=CC(=O)CC(C)(O)c1ccccc1 (stereo not given) | 2 | 8
CCOc1ccc(-c2cc3n(n2)CCCN(C(=O)c2ccncc2)C3)cc1 | 5 | -2
CCCNC(=O)c1cncc(-c2ccc(F)cc2F)c1 | 12 | 62*
CC(C)CCNC(=O)C1CCCN(c2ncnc3c2oc2ccccc23)C1 (stereo not given) | 1 | -4
C=CCOc1ccccc1/C=c1\sc2nc(=O)c(C)nn2c1=O | 4 | -8
CCSc1ccccc1C(=O)Nc1ccc2c(c1)OCC(C)(C)C(=O)N2CC | -8 | -7
O=C(c1ccc2c(c1)OCO2)N1CC2CC(NS(=O)(=O)c3cccs3)C1C2 (stereo not given) | 1 | -5

Sorted by heavy-atom count (descending): some entries from above.
SMILES | mHTT-CaM PPI inh | Pf apPOL block
CCSc1ccccc1C(=O)Nc1ccc2c(c1)OCC(C)(C)C(=O)N2CC | -8 | -7
O=C(c1ccc2c(c1)OCO2)N1CC2CC(NS(=O)(=O)c3cccs3)C1C2 (stereo not given) | 1 | -5
Cc1oc2ccccc2c1CC(=O)Nc1ccc(OC(F)(F)F)cc1 | x | 1&-11

Among those listed so far, eight have an aryl thioether with sulfur outside any ring:
SMILES | mHTT-CaM PPI inh | Pf apPOL block
CCOc1ccc(-c2ccc(=O)n(CCc3nc(-c4ccc(SC)cc4)no3)n2)cc1 | -6 | -8
CSc1ccccc1CN1CCC(CNC(=O)c2ccco2)CC1 | -7 | -2
Cc1ccc(S[C@@H](CCN2CC[C@H](C)CCC2=O)c2ccccc2)cc1 | 39 | -1
COc1ccc(C2C3=C(CCCC3=O)Nc3nc(SC)nn32)cc1OC (stereo not given) | -7 | -2
C#CCSc1nc2ccccc2n1C(=O)c1cccs1 | 5 | -16
Brc1cccc(-c2nnc(SCc3ccccc3)o2)c1 | -39 | -2
CCCSc1nc(C)c(Cc2ccccc2)c(=O)[nH]1 | -1 | 3
CCSc1ccccc1C(=O)Nc1ccc2c(c1)OCC(C)(C)C(=O)N2CC | -8 | -7

Following part.
SMILES | mHTT-CaM PPI inh | Pf apPOL block
COc1ccc(OC)c(NC(=O)NC2(C(F)(F)F)Oc3ccc(Cl)cc3O2)c1 (stereo not given) | 17 | 0
CN(c1cccc(C(F)(F)F)c1)S(=O)(=O)c1cc2n(c1)CCCNC2=O | 8 | 18
COc1cccc(CSc2nc(N)cc(N)n2)c1 | 1 | -6
Cn1ncc([N+](=O)[O-])c1C(=O)NNC(=S)NC1CC1 | -2 | x
NC(=O)c1cc(NC(=O)CCC(=O)O)ccc1Cl | -1 | 1
CCCC1CCC2(CC1)CC[C@@H]2OC(=S)Nc1ccc(I)cc1 (stereo not given in full) | -26 | -8
O=C(OCCc1ccccc1C=C[N+](=O)[O-])c1ccc(C(F)(F)F)cc1 | x | -7&-23
Cn1nc(-c2nc(C3CC3)no2)c2c1CCN(C(=O)Nc1ccccc1)C2 | 12 | 0
Cc1cc(Cl)ccc1NC(=O)C1CN(S(C)(=O)=O)CC12CCCCC2 (stereo not given) | 4 | -5
C=CCNC(=O)C(=O)NCc1ccc(C)cc1 | 2 | -6
NC(=NNS(=O)(=O)c1cc(C(F)(F)F)cc(C(F)(F)F)c1)c1ccccn1 | x | -69&-83
COc1ccc(S(=O)(=O)N2CCCCC2)cc1Br | -16 | 0
CCc1ccc(N2CCN(C(=O)c3cc(OC)cc(OC)c3)C(C)C2=O)cc1 (stereo not given) | 2 | 0
Cc1ccc(Cl)cc1NC(=O)CC(=O)Nc1cc(Cl)ccc1C | -2 | 2
COCC(=O)Nc1n[nH]c(C)c1-c1cccc(Cl)c1 | 2 | 0
CCc1onc(C)c1C1CCCN1C(=O)Nc1ccc(OC)c(OC)c1 (stereo not given) | 3 | -2
CCCCc1[nH]nc2c1C1(CCN(CC)CC1)C(C#N)=C(N)O2 | 14 | -4
O=C(NC(=S)N1CCCC1)c1ccccc1 | x | -8
Clc1ccccc1-c1nnc(-c2ccccc2Cl)o1 | -37&-50 | -3&-1
CN1CCN(c2ccc(/C=C/c3[nH]c(=O)[nH]c(=O)c3[N+](=O)[O-])cc2[N+](=O)[O-])CC1 | 10 | 0
Cc1cc(CN2CCC(CNC(=O)C(=O)Nc3cccnc3)CC2)c(C)o1 | -2 | -3
C=CCc1ccccc1OCC(O)CNCCO (stereo not given) | 1 | -4
COc1cccc(-c2noc(C3CCCN3C(=O)NC3CCCCC3)n2)c1 (stereo not given) | -1 | -3
Cc1ccccc1CNC(=O)C1(C)Cc2ccccc2C(=O)N1C(C)C (stereo not given) | -1 | 0
CC1CCN(C(=O)C2=NNc3ccccc3S2(=O)=O)CC1 | -4 | -2
O=C(CSc1ncn[nH]1)NC(c1ccccc1)c1ccccc1 | 0 | -4
Cc1ccc(NC(=O)NC2CCN(c3ccccc3)C2=O)cc1F (stereo not given) | -6 | -4
Cc1cc(C)n2nc(SC(C)C(=O)N3CCCC3)nc2n1 (stereo not given) | 4 | -4
O=C(Nc1ccccc1[N+](=O)[O-])c1ccccc1Cl | 11 | 8
CN1CCN(C(=O)C2CCCN(c3cnn(Cc4ccccc4)c(=O)c3)C2)CC1 (stereo not given) | -1 | -5

Source: PubChem
